Screening data (PubChem BioAssay)
TGFb SMAD3 inh: qHTS for Inhibitors of TGF-b; HepG2 CAGA-GFP TGF-b/SMAD3 reporter, GFP fluorescence, 18 h; TGF-beta stimulated, 500 pg/mL final; Potency, µM (doses to about 46.1 µM), for the others: top-dose activity, negative = inhibition, actives largely listed as inhibitors; 1.2% of 410,000 active; AID 588855, 2011; note: % is set by controls: 0 for no effect and ±100 for the full control effect; nearly all actives have a fitted effect of over 65% in size
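HEPG2 CAGA-GFP reporter cells (1000/well, DMEM with 1% FBS) received compounds, then recombinant TGF-beta at 500 pg/mL final for 18 hours at 37 degrees C. Per-cell GFP summed per well was normalised to unstimulated and stimulated DMSO controls before curve fitting.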
Nrf2 block: Nrf2 qHTS screen for inhibitors | 2.1% of 360,000 active | A549 ARE-Fluc reporter, luciferase luminescence, 18-24 h | Potency, µM (series often up to 46 µM), without a hit: at the highest dose activity change, negative = inhibition, most hits filed as inhibitors; note: % is set by controls: 0 for no effect and ±100 for the full control effect; nearly all actives have a fitted effect of over 60% in size
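Two sequential reads on A549 ARE_Fluc cells exposed to compound for 18-24 h: a CellTiter-Fluor fluorescence read for viability, then a luciferase luminescence read for Nrf2/ARE activity.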
MCF10A rerep: A quantitative high throughput screen for small molecules that induce DNA re-replication in MCF 10a normal breast cells | Potency, µM (doses to about 46.1 µM), for inactives: at the top dose activity, positive = re-replication, actives largely listed as activators | 2.9% of 350,000 active | MCF 10A DNA re-replication, Hoechst nuclear intensity, 48 h; note: % of control where 0% means no effect; nearly all actives have a fitted effect of over 50% in size
EPAC2 antag: qHTS for Antagonist of cAMP-regulated guanine nucleotide exchange factor 2 (EPAC2): primary screen; Potency, µM (top dose mostly 114 µM), for inactives: at the highest dose activity, negative = inhibition, usual class: inhibitors; EPAC2 GEF exchange of Rap1B-BODIPY-GDP, fluorescence; AID 720708, 2013; Rap guanine nucleotide exchange factor 4 (Homo sapiens), Q8WZA2; 0.18% of 360,000 active; note: % is set by controls: 0 for no effect and ±100 for the full control effect; nearly all actives have a fitted effect of over 45% in size; many of its hits are not listed in these tables
Target sequence (Q8WZA2 whole entry, looked up): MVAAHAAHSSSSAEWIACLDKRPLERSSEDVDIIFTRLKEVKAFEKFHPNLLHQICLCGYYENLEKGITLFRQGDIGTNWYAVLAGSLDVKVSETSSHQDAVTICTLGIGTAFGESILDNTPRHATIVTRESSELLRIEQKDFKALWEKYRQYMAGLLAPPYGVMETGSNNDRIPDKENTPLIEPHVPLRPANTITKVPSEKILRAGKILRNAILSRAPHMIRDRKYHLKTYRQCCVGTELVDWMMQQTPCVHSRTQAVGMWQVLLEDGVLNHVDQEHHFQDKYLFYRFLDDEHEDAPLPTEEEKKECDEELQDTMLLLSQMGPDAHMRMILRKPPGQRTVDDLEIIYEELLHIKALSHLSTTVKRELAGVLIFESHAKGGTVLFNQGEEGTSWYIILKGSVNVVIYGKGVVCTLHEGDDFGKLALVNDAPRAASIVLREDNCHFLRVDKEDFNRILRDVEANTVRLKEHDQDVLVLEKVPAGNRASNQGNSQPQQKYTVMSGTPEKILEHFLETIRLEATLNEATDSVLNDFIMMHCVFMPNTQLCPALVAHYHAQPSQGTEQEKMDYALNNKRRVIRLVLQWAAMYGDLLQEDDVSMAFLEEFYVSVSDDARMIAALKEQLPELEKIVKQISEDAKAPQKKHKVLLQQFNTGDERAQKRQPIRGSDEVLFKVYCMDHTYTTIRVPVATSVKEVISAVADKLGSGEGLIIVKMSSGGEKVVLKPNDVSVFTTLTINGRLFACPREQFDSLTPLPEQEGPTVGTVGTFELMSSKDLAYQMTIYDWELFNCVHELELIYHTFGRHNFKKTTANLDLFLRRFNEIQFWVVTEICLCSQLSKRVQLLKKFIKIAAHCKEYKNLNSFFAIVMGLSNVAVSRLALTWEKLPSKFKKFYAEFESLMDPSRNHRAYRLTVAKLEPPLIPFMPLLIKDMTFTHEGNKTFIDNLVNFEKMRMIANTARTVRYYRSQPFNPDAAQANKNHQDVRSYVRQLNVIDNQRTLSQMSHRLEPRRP
Nrf2 activator: qHTS of Nrf2 Activators. AREc32 ARE-luciferase reporter (MCF7-derived line), luminescence, 24 h. Potency, µM (top dose mostly 46.1 µM), for inactives: at the highest dose activation, usual class: activators. 0.31% of 410,000 active. AID 624171, 2012; note: % of control where 0% means no effect; nearly all actives have a fitted effect of over 65% in size
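Luminescent ARE reporter assay in AREc32_Fluc cells: overnight plating at 37 deg C, 24 hr compound incubation, Steady-Glo added, 30 min RT before reading.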
S2 tox: Viability Counterscreen for Primary qHTS for Inhibitors of ATXN expression; S2 cells (HEK-293 line with an ATXN2-luciferase reporter) viability, CellTiter-Fluor protease fluorescence, 24 h; 0.49% of 400,000 active; AID 651635, 2014; Potency, µM (titrated, usually from 56.7 µM), usual class: cytotoxic; note: nearly all actives have a fitted effect of over 40% in size
A549 tox: Nrf2 qHTS screen for inhibitors: counterscreen for cytotoxicity. A549 ARE-Fluc cells, CellTiter-Fluor viability, 18-24 h. AID 504648, 2011. 0.16% of 390,000 active. Potency, µM (highest dose often 46 µM), for the others: at the highest dose activity change, negative = cytotoxicity, most hits filed as inhibitors; note: % is set by controls: 0 for no effect and ±100 for the full control effect
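Cytotoxicity counterscreen: CellTiter-Fluor fluorescence was measured in A549 ARE_Fluc cells after 18-24 h of compound exposure in a concentration series. The subsequent BugLite luminescent read reports ARE-luciferase activity.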
ATXN2 expr inh: Primary qHTS for Inhibitors of ATXN expression; HEK-293 ATXN2-luciferase reporter, luminescence, 24 h; Potency, µM (titrated, usually from 57 µM), for inactives: at the top dose activity change, negative = inhibition, hits mostly inhibitors; 0.72% of 360,000 active; note: % is set by controls: 0 for no effect and ±100 for the full control effect; nearly all actives have a fitted effect of over 55% in size
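ATXN2-luciferase reporter cells (luciferase flanked by upstream and downstream ATXN2 gene portions) were treated 24 h at 37 °C with compounds at up to 57 uM. SteadyGlo luminescence gave expression; GF-AFC fluorescence gave viability.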
HepG2 viability: qHTS for Inhibitors of TGF-b: Cytotox Counterscreen. Potency, µM (series often up to 46.1 µM), for inactives: at the highest dose activity change, negative = cytotoxicity, hits mostly cytotoxic. HepG2 CAGA-GFP viability, ATP luminescence, 18 h. 0.76% of 410,000 active; note: some results filed as inactive show a strong effect at the top dose
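CellTiter-Glo luminescence gave cytotoxicity after 18 hours at 37 degrees C. The cells were HepG2 CAGA-GFP in 1% FBS DMEM, stimulated with 500 pg/mL TGF-beta after compound addition. %Activity was normalised to no-cell wells (complete cell-killing) and DMSO (no toxicity), and curves were fitted and classified.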
* marks the source's active call; other numbers are inactive results; i = inactive; ? = inconclusive; . = no result given; & = joins results of further samples; ! = not confirmed by another sample; [ ] = another dose, or the depositor's remark. Calls come from the whole dose curve; as a rule, active = well fitted curve in the direction sought with a large enough effect; inconclusive = small, poorly fitted or top-dose-only effect, or another doubt; inactive = no such curve, though single readings can be large; an effect the other way counts as inactive or inconclusive. Potency is the fitted concentration of half-maximal effect. Not all compounds are listed, so the mix of outcomes need not match the whole.

molecule | TGFb SMAD3 inh | Nrf2 block | MCF10A rerep | EPAC2 antag | Nrf2 activator | S2 tox | A549 tox | ATXN2 expr inh | HepG2 viability
COc1nnc(-c2ccccc2)s1 | -3% | 10% | -2% | 2% | 1.6% | i | -5% | 8% | 1%
Cc1cc(OCC(=O)O)c2cccc(C)c2n1 | 14% | 2% | 0% | 11% | 0.3% | i | -1% | 0% | 2%
Cc1ccc(C(c2nc3ccccc3[nH]2)n2c(-c3ccccc3)nc3ccccc32)cc1 (configuration not stated) | 20µM* | . | . | -18% | 7.6% | ? | . | 8% | -61%
COc1ccc(CNC(=O)c2cc3cccc4c3n2CC(C)S4)cc1 (configuration not stated) | -16% | -10% | . | . | 1.9% | . | 3% | . | -39%
Cc1[nH]nc2c1C(c1ccc(O)cc1)C1=C(CC(C)(C)CC1=O)N2 (configuration not stated) | -11% | -15% | -14% | -8% | 0.0% | i | 1% | 0% | 0%
O=C(O)c1ccc(NC(=O)c2cccc(C(=O)Nc3ccc(C(=O)O)cc3)c2)cc1 | -8% | 8% | -3% | 0% | 2.9% | i | 7% | . | 2%
CN1CCN(S(=O)(=O)c2cccc(C(=O)Nc3sc4c(c3-c3nc5ccccc5[nH]3)CCCC4)c2)CC1 | -16% | 5% | 19% | 1% | 16% | i | -10% | 56%[activator] | -5%
COc1cc(NC(=S)N2CCC(C(N)=O)CC2)c(OC)cc1Cl | -7% | 6% | 1% | -10% | -0.3% | i | -4% | -8% | -5%
COCCn1c(=S)[nH]c2cc(C(=O)NC3CCCC(C)C3C)ccc2c1=O (configuration not stated) | -2% | . | . | -7% | -0.5% | i | . | . | 0%
O=S1(=O)CCC(NC(=S)N2CCOCC2)C1 (configuration not stated) | -4% | 19% | -1% | 18% | -0.4% | i | -1% | -1% | -2%
Nc1nc(N2CCN(c3ccc(Cl)cc3)CC2)n[nH]1 | 9% | 3% | 15% | -15% | -0.9% | i | 2% | -25% | -24%
CCOC(=O)c1ccc(S(=O)(=O)NC2CC2)cc1 | 0% | 4% | -2% | -3% | -0.2% | i | -7% | 8% | 9%
CCOc1ccc(S(=O)(=O)n2nnc3ccccc32)cc1C | 3% | -11% | 2% | -2% | -0.3% | i | -4% | 2% | -2%
CN(C)S(=O)(=O)c1cccc(C(=O)NC2CCSc3ccccc32)c1 (configuration not stated) | -15% | -21% | 6% | -6% | 0.4% | i | 0% | 1% | -9%
C/C(=N\NC(=O)Cc1ccc(F)cc1)c1ccc(F)cc1 | -10% | -2% | -3% | -2% | 2.1% | ? | 0% | 1% | -13%
CCCCCCCN1C2=NCCN2c2ccccc21 | -28% | -11% | 6% | 13% | -0.2% | i | 1% | -23% | -41%
COc1ccc(-c2[nH]ncc2CN(C)CCCN2CCOCC2)cc1F | -5% | 3% | 27% | 1% | -0.8% | i | -9% | -13% | -3%
CCc1cc(Br)ccc1NC(=O)C1CCCO1 (configuration not stated) | 18% | 2% | 2% | 6% | 0.0% | i | -4% | -1% | -1%
Cc1ccc(NCCCCO)cc1C | -13% | 1% | 2% | 6% | -0.5% | i | -2% | -17% | -5%
COc1ccc(C2CCCN2C(=S)Nc2c(C)cccc2C)cc1OC (configuration not stated) | ? | -17% | 7% | 11% | 0.2% | i | -3% | 5% | -36%
O=C(Nc1ccc(Cl)c(Cl)c1)Nc1cc(S(=O)(=O)N2CCOCC2)ccc1N1CCCC1 | ? | ? | -1% | -2% | 2.6% | i | -17% | ? | 3%
Cc1ccc(C)c(C(C)NC(=O)C2CC=CCC2C(=O)O)c1 (configuration not stated) | -2% | -28% | -5% | -7% | -1.3% | i | -6% | 1% | -4%
COc1cc(/C=C/C(=O)Oc2coc(CSc3ncccn3)cc2=O)cc(OC)c1OC | 13% | 5% | 6% | -6% | -0.3% | i | 12% | . | -20%
CC1CCCCN1C(=O)CCS(=O)(=O)c1cccc2nonc12 (configuration not stated) | 0% | ? | 0% | 5% | 2.9% | i | 5% | -15% | -11%
Cc1ccc(NC(=O)C/C(N)=N/OC(=O)Nc2ccc(C)c(Cl)c2)cc1 | -17% | 2% | -10% | 2% | 1.9% | i | -2% | 49%[activator] | -6%
COc1cccc(-n2cc(CNCc3c(C(=O)N(C)C)nc4ccc(Cl)cn34)cn2)c1 | -19% | 1% | 16% | -28% | -0.9% | i | 11% | . | -5%
CCOc1ccc(NC(=S)NNc2ccnc3cc(Cl)ccc23)cc1 | ? | ? | 25% | -14% | 12% | ? | ? | -14% | -14%
C[C@@H]1C[C@@H]2OC(=O)[C@]3(C)[C@H]2[C@@H](OC3(C)O)[C@]2(C)C(=O)C=C[C@H]12 (some centres not stated) | -5% | -19% | ? | 13% | 14µM* | i | -3% | -20% | -54%
COc1cc(C)c(CN2CCSCC2)cc1C | -5% | 10% | -1% | -9% | -0.2% | ? | 0% | . | 1%
O=C(Cn1cnc2c(cnn2-c2ccccc2)c1=O)Nc1cc(S(=O)(=O)N2CCOCC2)ccc1Cl | 2% | ? | 14% | 3% | 2.6% | i | -6% | 5% | 4%
COc1cccc(CNC(=O)CCn2c(=O)c3cccn3c3cccnc32)c1 | 1%&-12% | 1.2µM*! | 0% | 3% | ? | i | 1%&-5% | 4%&4% | -3%&-16%
CCCCCCCCCCn1ccc(=N)cc1 | ? | 15µM* | ? | 2% | 2.4% | i | -28% | ? | -49%
CCOC(=O)c1ccc(CN2CCCC(C)(C(=O)NCCOC)C2)cc1 (configuration not stated) | -1% | . | . | -6% | -1.2% | i | . | 6% | -24%
COc1ccccc1-c1nn(-c2ccccc2)cc1C(=O)N1CCN(C(=O)c2ccco2)CC1 | -10% | 15% | 22% | -1% | 2.9% | i | 9% | -24% | -9%
CN1CCN(c2nc3c(=O)[nH]c(N)nc3n2C2OC(CO)C(O)C2O)CC1 (configuration not stated) | 3% | ? | . | . | . | . | 1% | . | 32%
O=S1(=O)C2CC3C=CC2(CN1Cc1ccccc1)O3 (configuration not stated) | 0% | 28% | . | . | . | . | -4% | . | -1%
Cc1ccc(C)c(N2CCN(C(=O)c3csc4ccccc34)CC2)c1 | ? | -6% | 16µM* | -8% | 0.1% | i | -5% | -8% | -13%
Cc1ccc(S(=O)(=O)CCC(=O)Nc2cccc([N+](=O)[O-])c2)cc1 | -26% | -15% | 3% | 4% | 19% | i | -10% | . | 6%
Cc1ccc(NC2=NC(c3ccc(F)cc3)n3c(nc(C)cc3=O)N2)cc1 (configuration not stated) | 0% | 0% | ? | -2% | 0.0% | i | 0% | 2% | 5%
O=C(CSc1ncnc2c1cnn2-c1ccccc1)Nc1ccc2c(c1)OCO2 | 2% | ? | 15µM* | 25% | 4.0% | i | 5% | -19% | -10%
C/C(CC(=O)Nc1cccc2c1CCCC2)=N\NC(=O)c1cccc2ccccc12 | -13% | 7% | 4% | -9% | -0.1% | i | 0% | 1% | -14%
O=C1c2ccccc2C(=O)N1Cc1cc(-c2ccccc2Cl)no1 | -1% | -1% | -6% | -7% | -0.3% | i | 4% | -9% | -7%
Cc1ccc(-c2onc(C)c2C)cc1S(=O)(=O)N1CCCCC1 | 0% | ? | . | . | 0.1% | . | -13% | . | -28%
Cc1cc(Br)ccc1NC(=O)Cn1cnc2sc(C)c(S(=O)(=O)N3CCN(C)CC3)c2c1=O | 6% | 4%[9.27 µM] | . | . | -0.7% | i | ? | 13% | -22%
COc1ccc(NC(=O)c2csc3c2CCCC3)cc1 | 18% | ? | 18% | 6% | 4.0% | i | -7% | 90%[activator] | -19%
CCN(CC)S(=O)(=O)c1c(OC)cc(C)c(Cl)c1C | 0% | 2% | 19% | -27% | 2.0% | i | 8% | . | 0%
O=C(N1CCCCC1)N1CCN(S(=O)(=O)c2ccc(Cl)cc2)CC1 | 0% | -11% | -30%[inhibitor] | 5% | -0.5% | ? | 5% | -17% | 0%
CC1Cc2ccccc2N1C(=O)COC(=O)c1ccco1 (configuration not stated) | -11% | . | . | 8% | 5.7% | i | . | . | -7%
NNC(=O)c1snnc1-c1ccccc1 | 2% | -13% | 0% | 2% | -0.6% | i | 3% | -18% | -19%
CCn1c(CNC(=O)c2ccccc2F)nnc1SCC(=O)NC1CCCCC1 | 1% | -3% | 5% | -23%[57.1 µM] | 0.6% | i | 3% | . | 0%
CC(C)c1ccc(NC(=O)C[n+]2ccn(C3=C([O-])c4ccccc4C3=O)c2)cc1 | -9% | -9% | 10% | -6% | 0.2% | i | 5% | 1% | -3%
O=S(=O)(/C=C/c1ccccc1)NC1CCCCCC1 | ? | -25% | 0% | -10% | 0.3% | i | -1% | -8% | -5%
COc1ccc(N2CC(O)=C(c3nc(-c4ccc(F)cc4)cs3)C2=N)cc1Cl | 8% | -9% | 10% | 1% | 3.0% | i | -2% | -17% | -5%
O=C1C(=O)N(CCCn2ccnc2)C(c2ccc(Br)cc2)/C1=C(\O)c1ccc2c(c1)OCCO2 (configuration not stated) | -9% | 6% | 2% | 1% | -0.4% | i | 1% | 0% | 16%
Cc1ccc(S(=O)(=O)N2C[C@H]3N(C(=O)OC(C)C)N(C(=O)OC(C)C)C[C@H](OC(=O)NC4CC4)[C@@]3(O)C2)cc1 | 11% | . | . | 0% | -1.0% | i | . | -2% | 0%
CC(C)c1nc(SCC(=O)Nc2nccs2)c2ccccc2n1 | ? | -4% | 18% | 1% | 5.4% | i | 0% | -9% | -16%

An excerpt of these results, with values under each structure.
Below each compound: TGFb SMAD3 inh, Nrf2 block, MCF10A rerep, EPAC2 antag, Nrf2 activator, S2 tox, A549 tox, ATXN2 expr inh, HepG2 viability
- COc1ccc(N2CC(O)=C(c3nc(-c4ccc(F)cc4)cs3)C2=N)cc1Cl
  8%, -9%, 10%, 1%, 3.0%, i, -2%, -17%, -5%
- O=C1C(=O)N(CCCn2ccnc2)C(c2ccc(Br)cc2)/C1=C(\O)c1ccc2c(c1)OCCO2 (configuration not stated)
  -9%, 6%, 2%, 1%, -0.4%, i, 1%, 0%, 16%
